Assay outcomes: PubChem, National Center for Advancing Translational Sciences (NCATS)
a7 integrin act: integrin-mediated muscular dystrophy alleviation activation; alpha7betagal myoblasts, beta-gal FDG fluorescence, 48 h; 350,000 tested, 0.064% active; Potency, µM (highest dose often 38.3 µM), for inactives: at the top dose activation, hits mostly activators;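 further: potency means the concentration at half of the fitted maximal effect; 100% = response of the positive control SU9516; nearly all actives have a fitted effect of over 60% in size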
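Alpha7betagal+/- myoblasts (passage 13) were plated 16-24 hr, then exposed to compounds (1:260 dilution of DMSO stock) for 48 hours at 37C. After MPER lysis, β-galactosidase reporter activity was read as FDG fluorescence (ex 480/em 540) after 30 minutes.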
BRCA1 expr up: BRCA1 expression activation | MCF7-BRCA1-FFLuc reporter, luminescence, 48 h; response scale: scaled: vehicle 0%, 10 µM genistein 100% | Potency, µM (titrated, usually from 46.1 µM), for inactives: top-dose activation, actives largely listed as activators | 380,000 tested, 1.1% active; further: potency means the concentration at half of the fitted maximal effect; nearly all actives have a fitted effect of over 80% in size; some results filed as inactive show a strong effect at the top dose
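First, MCF7-BRCA1-FFLuc cells (2000/well) attach for 2 h; next, compounds are pin-added and incubated 48 h at 37 °C; finally, luciferase reagent is added and luminescence read after 15 min.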
AT treatment: potential ataxia-telangiectasia treatments restoring KAP-1 phosphorylation; […] A-T fibroblasts, KAP-1 phosphorylation AlphaLISA; neocarzinostatin DNA damage 30 min before lysis; Potency, µM (titrated, usually from 57.5 µM), without a hit: at the top dose activation, usual class: activators; 320,000 tested, 0.19% active; AID 485349; further: potency means the concentration at half of the fitted maximal effect; % of control where 0% means no effect; nearly all actives have a fitted effect of over 45% in size
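ATM-like activity read as KAP-1 phosphorylation via AlphaLISA donor/acceptor antibody pairs after lysis and 6 hr at 25C. Cells were ATM-null patient fibroblasts ([…], hTERT), dosed 60 min, then exposed to the DSB inducer NCS for 30 min.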
TCR activator: T cell receptor activation. 330,000 tested, under 10 active. primary human leukocytes, anti-CD3, IL-2 HTRF, 48 h. AID 504894. Potency, µM (titrated, usually from 9.22 µM), inactives show at the top dose activation of IL-2 secretion, usual class: activators; further: % of control where 0% means no effect
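1) Mix primary human leukocytes, a-CD3 beads and compound. 2) Incubate 48 hr. 3) Add HTRF IL-2 reagents (a-IL-2-K, a-IL-2-d2).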
p53 reactivator: mutant p53 re-activation in reporter cells. H1299 p53-A138V BP100-luciferase reporter, luminescence, 24 h. Potency, µM (highest dose often 92.2 µM), inactives show at the top dose activity change, positive = activation, hits mostly activators. 320,000 tested, 0.063% active; further: potency means the concentration at half of the fitted maximal effect; % of control where 0% means no effect; nearly all actives have a fitted effect of over 45% in size
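H1299 (p53-null), stable ts p53-A138V + BP100-Luc; 1000 cells/well, Opti-MEM/10% FBS; cpd 4 pt, 1:5; 24 h, 37 deg C, 5% CO2; detection reagent 10 min RT; luminescence.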
TSG101-PTAP inh: blocks PTAP/TSG101 interaction to inhibit HIV-1 budding; Potency, µM (highest dose often 115 µM), without a hit: at the highest dose activity change, negative = inhibition, hits mostly inhibitors; Fluorescence polarization, FITC-PTAP peptide / Tsg101 binding; 340,000 tested, under 10 active; Q99816; active means well fitted inhibition curve with a large enough effect in the main read-out, with a control signal flat, not every such curve was filed as active; inconclusive means small, poorly fitted or top-dose-only effect, or effect the other way, or a change in a side signal; inactive means no such curve, though single readings can be large or run the other way; further: potency means the concentration at half of the fitted maximal effect; % of control where 0% means no effect
Target sequence (Q99816 whole entry, looked up): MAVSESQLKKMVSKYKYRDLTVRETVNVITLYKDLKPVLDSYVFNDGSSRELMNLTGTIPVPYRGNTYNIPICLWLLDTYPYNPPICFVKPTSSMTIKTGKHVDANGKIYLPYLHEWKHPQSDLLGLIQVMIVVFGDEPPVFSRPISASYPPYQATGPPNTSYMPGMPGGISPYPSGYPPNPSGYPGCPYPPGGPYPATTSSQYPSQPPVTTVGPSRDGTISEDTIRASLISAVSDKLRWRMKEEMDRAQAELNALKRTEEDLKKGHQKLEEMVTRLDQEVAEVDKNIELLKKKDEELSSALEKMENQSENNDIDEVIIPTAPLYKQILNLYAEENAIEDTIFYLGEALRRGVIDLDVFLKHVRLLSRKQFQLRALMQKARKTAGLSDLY
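Tsg101 binding domain (10 uM final) was mixed with compound and a FITC-labeled PTAP peptide (50 nM final) in HEPES pH 7.5 buffer with NaCl, Tween 20, EDTA and TCEP; fluorescence polarization was read after 20 min at r.t.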
ELG1 repair inh: inhibitors of ELG1-dependent DNA repair in HEK293T cells; HEK293T ELG1-luciferase reporter, luminescence, 16 h; DNA damage induced by 5-fluorouridine; Potency, µM (doses to about 46.1 µM), without a hit: at the top dose activity change, negative = inhibition, usual class: inhibitors; 330,000 tested, 2.3% active; further: potency means the concentration at half of the fitted maximal effect; on the % scale 0 is the no-effect control and ±100 the full control effect; nearly all actives have a fitted effect of over 55% in size
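In this reporter screen, reduction of luminescence relative to DMSO vehicle indicated activity. Compounds and 5-fluorouridine were added together to 2,000 cells per well, incubated for 16 hr at 37 °C, then developed with ONE-Glo.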
CXXC DNA block: inhibitors of human MLL CXXC domain-DNA interaction. MLL-CXXC / FITC-HOXA9 DNA fluorescence polarization. Potency, µM (titrated, usually from 115 µM), inactives show at the highest dose activity change, negative = inhibition, most hits filed as inhibitors. 290,000 tested, 0.037% active. AID 2662; active means well fitted inhibition curve with a large enough effect in the polarisation, with a control signal flat, not every such curve was filed as active; inconclusive means small, poorly fitted or top-dose-only effect, or effect the other way, or a change in a side signal; inactive means no such curve, though single readings can be large or run the other way; the % refers to the polarisation; further: potency means the concentration at half of the fitted maximal effect
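Steps: dispense CXXC domain solution (7 uM) → pin compounds or unlabeled HOX-A9 DNA control → 5 min ambient → add FLSN-HOX-A9 solution (50 nM) → spin → 30 min ambient → fluorescence polarization. Tris pH 7.5/NaCl/DTT/BSA buffer.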
B2AR arrestin: agonists driving beta-arrestin recruitment to human beta2-adrenergic receptor; P07550; beta-arrestin recruitment to beta2AR, cell-based reporter; Potency, µM (top dose mostly 46.1 µM), for the others: at the top dose activation, actives largely listed as activators; 330,000 tested, 0.02% active; AID 492947;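 further: potency means the concentration at half of the fitted maximal effect; 0% = DMSO controls and full agonism = EC100 isoproterenol or metaproterenol; nearly all actives have a fitted effect of over 65% in size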
Target sequence (P07550 whole entry, looked up): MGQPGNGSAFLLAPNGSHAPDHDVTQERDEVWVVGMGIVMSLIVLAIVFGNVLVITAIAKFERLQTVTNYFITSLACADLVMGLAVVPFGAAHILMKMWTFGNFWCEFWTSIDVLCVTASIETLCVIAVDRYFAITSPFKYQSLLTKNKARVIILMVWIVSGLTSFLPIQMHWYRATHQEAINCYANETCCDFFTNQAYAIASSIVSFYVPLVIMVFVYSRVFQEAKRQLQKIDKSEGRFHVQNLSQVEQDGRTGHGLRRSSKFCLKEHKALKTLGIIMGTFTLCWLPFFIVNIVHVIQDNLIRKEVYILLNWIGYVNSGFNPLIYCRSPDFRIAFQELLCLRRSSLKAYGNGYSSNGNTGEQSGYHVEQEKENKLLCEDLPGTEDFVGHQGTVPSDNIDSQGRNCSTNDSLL
TRPV1 ag: activates the human vanilloid receptor TRPV1. Q8NER1. TRPV1-expressing cells, Fluo-8 calcium influx, agonist mode. activation, % at 8.33 µM. 320,000 tested, 0.19% active. AID 540275; in the data active means activation above about 80%; inconclusive means between about 30% and that limit; further: 0% is about no effect
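Fluo-8 calcium influx in TRPV1-expressing cells, kinetic read (ex 480/em 520 nm). Compound added and read 3 min for agonist activity, followed by capsaicin at EC20 final and 2 min further read for enhancement.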
An asterisk follows results filed as active; u = inconclusive; x = no result given; [ ] = dose if it differs, or a comment. Unless noted, the call rests on the fitted dose curve; in most records, active means well fitted curve in the direction sought with a large enough effect; inconclusive means small, poorly fitted or top-dose-only effect, or another doubt; inactive means no such curve, though single readings can be large; an effect the other way counts as inactive or inconclusive.

1) NC(=O)c1ccc(NC(=O)COc2ccc([N+](=O)[O-])cc2Cl)cc1
2) Cc1ccc(O)c(-c2cc(-c3cccc(Br)c3)n[nH]2)c1
3) Cc1ccc(N=Nc2[nH]c3ccccc3c2O)cc1
4) S=c1nc(NCCc2ccccc2Cl)c2ccccc2[nH]1
5) Cn1c(=O)n(CCCOc2ccc(Br)cc2)c2ccccc21

entry no.,1,2,3,4,5
a7 integrin act,43%,-38%,0%,-1%,-2%
BRCA1 expr up,8%,17%,3%,36%,19%
AT treatment,-4%,-4%,7%,9%,x
TCR activator,x,x,-11%[46.1 µM],-1%,3%
p53 reactivator,-3%,7%,u,13%,x
TSG101-PTAP inh,0%,-3%,u,0%,-8%
ELG1 repair inh,-1%,u,u,u,x
CXXC DNA block,5%,-22%,u,6%,15%
B2AR arrestin,0.0%,0.1%,-1.5%,-0.9%,x
TRPV1 ag,-1,-3,15,16,29

Fetched by compound from above (2):
3) Cc1ccc(N=Nc2[nH]c3ccccc3c2O)cc1
5) Cn1c(=O)n(CCCOc2ccc(Br)cc2)c2ccccc21

entry no.,3,5
a7 integrin act,0%,-2%
BRCA1 expr up,3%,19%
AT treatment,7%,x
TCR activator,-11%[46.1 µM],3%
p53 reactivator,u,x
TSG101-PTAP inh,u,-8%
ELG1 repair inh,u,x
CXXC DNA block,u,15%
B2AR arrestin,-1.5%,x
TRPV1 ag,15,29

Later entries
6) CC(C)Nc1nnc(SC(C)C(=O)N(C)C2CCCCC2)s1 (stereo not given)
7) COc1ccc(Oc2cnn(-c3ccccc3)c(=O)c2Br)cc1
8) CCN(CC)Cc1c(O)ccc2c(C)c(CC(=O)OC)c(=O)oc12
9) O=C(COC(=O)CNC(=O)c1ccc(Cl)cc1Cl)NNC(=O)c1ccccc1
10) COc1ccccc1NC(C)C(=O)N/N=C/c1cccs1 (stereo not given)

entry no.,6,7,8,9,10
a7 integrin act,u,-47%[inhibitor],-22%[7.66 µM],-24%,23%
BRCA1 expr up,-7%,-3%,0%,-18%,-17%
AT treatment,2%,2%,x,-12%,9%
TCR activator,-1%,0%,-14%,-14%,1%
p53 reactivator,-3%,18%,-4%,5%,-1%
TSG101-PTAP inh,-10%,0%,-7%,-2%,-5%
ELG1 repair inh,15%,18%,3%,23%,-12%
CXXC DNA block,x,-7%,-5%,x,0%
B2AR arrestin,0.0%,0.3%,0.2%,0.1%,-0.1%
TRPV1 ag,-2,9,-2,-1,1

Along the list, from the results shown.
AT treatment, compounds 6 to 10: 2%, 2%, x, -12%, 9%

(further entries)
11) O=C(CSc1nnnn1-c1ccc2c(c1)OCO2)NCc1cccs1
12) CC(=O)Nc1ccc(NC(=O)CN(c2ccccc2Cl)S(C)(=O)=O)cc1
13) CC(=O)NCCC(=O)Nc1cc(S(=O)(=O)N2CCOCC2)ccc1Oc1ccccc1
14) CCOc1c(Br)cc(CNCc2cccs2)cc1OC
15) O=C(CCC(=O)OCC(F)(F)C(F)F)Nc1ccc(Cl)cc1

entry no.,11,12,13,14,15
a7 integrin act,4%,6%,-18%,u,10%
BRCA1 expr up,19%,-1%,0%,-15%,-1%
AT treatment,-1%,1%,10%,6%,32%
TCR activator,-5%,-1%,1%,-7%[46.1 µM],-1%
p53 reactivator,4%,-6%,-9%,-4%,4%
TSG101-PTAP inh,1%,-1%,1%,1%,-5%
ELG1 repair inh,-2%,2%,1%,-6%,-9%
CXXC DNA block,-2%,-6%,15%,7%,-8%
B2AR arrestin,-0.1%,-0.1%,0.3%,-0.5%,0.1%
TRPV1 ag,3,2,-3,13,-1

16) Cc1nnc(SCC(=O)N2CCCC(N3CCN(c4ccc(F)cc4)CC3)C2)o1 (stereo not given)
17) CC(c1ccco1)N(C(=O)c1ccccc1NS(=O)(=O)c1cc([N+](=O)[O-])ccc1Cl)c1ccccn1 (stereo not given)
18) CC(C)(C)[C@H]1COC(=O)[C@H](NC(=O)OCC2c3ccccc3-c3ccccc32)C/C=C\C[C@@H](CC(=O)N[C@@H](CO)Cc2ccccc2)C(=O)N1
19) Cc1nnc(SCC(=O)NCC(=O)Nc2ccc(F)c(F)c2F)n1N
20) COc1ccc(NC(=O)c2ccc3c(c2)C(=O)N(Cc2cccnc2)C3=O)cc1

entry no.,16,17,18,19,20
a7 integrin act,20%,-7%,6%,0%,-9%
BRCA1 expr up,1%,-18%,-18%,-10%,17%
AT treatment,4%,x,1%,17%,-3%
TCR activator,1%,-7%[46.1 µM],-2%,0%,-1%
p53 reactivator,5%,-4%,-3%,7%,6%
TSG101-PTAP inh,0%,-1%,-3%,0%,-7%
ELG1 repair inh,5%,-18%,u,18%,13%
CXXC DNA block,3%,2%,x,x,-3%
B2AR arrestin,0.4%,-0.8%,-0.1%,-0.5%,-0.4%
TRPV1 ag,-2,-4,x,x,8

Profiles, quoted from the list. Order of values: a7 integrin act, BRCA1 expr up, AT treatment, TCR activator, p53 reactivator, TSG101-PTAP inh, ELG1 repair inh, CXXC DNA block, B2AR arrestin, TRPV1 ag
Results for `Cc1nnc(SCC(=O)N2CCCC(N3CCN(c4ccc(F)cc4)CC3)C2)o1` (stereo not given) = 20%, 1%, 4%, 1%, 5%, 0%, 5%, 3%, 0.4%, -2
Results for `CCN(CC)Cc1c(O)ccc2c(C)c(CC(=O)OC)c(=O)oc12` = -22%[7.66 µM], 0%, x, -14%, -4%, -7%, 3%, -5%, 0.2%, -2
Results for `CC(C)(C)[C@H]1COC(=O)[C@H](NC(=O)OCC2c3ccccc3-c3ccccc32)C/C=C\C[C@@H](CC(=O)N[C@@H](CO)Cc2ccccc2)C(=O)N1` = 6%, -18%, 1%, -2%, -3%, -3%, u, x, -0.1%, x
Results for `NC(=O)c1ccc(NC(=O)COc2ccc([N+](=O)[O-])cc2Cl)cc1` = 43%, 8%, -4%, x, -3%, 0%, -1%, 5%, 0.0%, -1

(listing goes on)
21) CC(C)N(C(=O)COC(=O)CCC(=O)c1cccs1)c1ccccc1
22) COc1ccc(NS(=O)(=O)c2cc(NC(=O)Cc3cccs3)ccc2C)cc1
23) O=C(NCc1cccnc1)C1CC(=O)N(CCc2ccccc2)C1 (stereo not given)
24) Cc1nn(C)cc1CNC(=O)C1C2CCC(O2)C1C(=O)O (stereo not given)
25) CCN(C(=O)CSc1nc(C2CC2)n(-c2ccccc2)n1)C1CCS(=O)(=O)C1 (stereo not given)

entry no.,21,22,23,24,25
a7 integrin act,0%,5%,27%,x,26%
BRCA1 expr up,-9%,-4%,-25%,x,-11%
AT treatment,6%,7%,-1%,-3%,-3%
TCR activator,4%,-3%[46.1 µM],-3%,x,-3%
p53 reactivator,1%,2%,1%,6%,3%
TSG101-PTAP inh,-4%,-2%,-1%,x,-1%
ELG1 repair inh,0%,u,2%,u,-1%
CXXC DNA block,x,12%,2%,-4%,x
B2AR arrestin,0.0%,7.1%,0.2%,-0.9%,-0.1%
TRPV1 ag,x,-2,6,-5,3

26) CC1CN(CC(=O)NCc2ccccc2)CC(C)O1 (stereo not given)
27) Cc1cccc(N2CCC(NCc3c(C(=O)N4CCCCC4)nc4c(C)cccn34)CC2)c1
28) CCOC(=O)N1CCC(NC(=O)c2cc(C(=O)Nc3ccc(F)cc3F)ccc2CO)CC1
29) CCS(=O)(=O)N1CCC(C(=O)Oc2ccc(C(=O)OC)cc2)CC1
30) COc1cccc(C2=NN(C(=O)c3cccs3)C(O)(C(F)(F)F)C2)c1 (stereo not given)
31) Cn1c([N+](=O)[O-])cnc1N1CCN(c2nncs2)C1=O
32) O=C(O)c1ccc([N+](=O)[O-])cc1

entry no.,26,27,28,29,30,31,32
a7 integrin act,14%,-29%,-15%,17%,1%,-9%,10%
BRCA1 expr up,13%,0%,-5%,-1%,-58%,-17%,8%
AT treatment,1%,-2%,-6%,5%,-5%,-3%,x
TCR activator,-3%,4%,-5%,-4%,-2%,4%,3%
p53 reactivator,u,2%,-7%,8%,-1%,0%,x
TSG101-PTAP inh,-4%,-2%,-1%,-6%,-10%,-2%,-5%
ELG1 repair inh,21%,26µM*,u,20%,u,u,x
CXXC DNA block,1%,-4%,-1%,8%,1%,0%,x
B2AR arrestin,0.2%,0.0%,0.0%,-0.1%,-0.1%,-0.5%,x
TRPV1 ag,1,4,-1,-2,u,-1,x
